esBAF inh = blocks esBAF chromatin remodeling in mouse ES cells | reporter increase, % at 12.5 µM | Bmi1-luciferase knock-in reporter, 24 h; 100% = twice the neutral-well signal | 2% of 350,000 active; in the data active means activation above about 40%;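 further: 0% = median of the plate's neutral control wells and 100% = double that signal; a rise in the Bmi1 reporter signal indicates esBAF inhibition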
E-sel inducer = induces E-selectin expression in human endothelial cells | 0.37% of 260,000 active | activation, % at 7.58 µM | P16581 | HUVEC E-selectin immunofluorescence imaging; normalized: neutral wells 0, TNF-alpha wells 100;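 active means mean E-selectin-positive cell signal at least 10% of the positive control, reached in at least 60% of replicates, without over 20% cell loss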;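 further: in these data hits start at about 27%; measured in HUVEC primary endothelial cells; signal is the percent of cells scored E-selectin positive by PE staining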
Target sequence (P16581 whole entry, looked up): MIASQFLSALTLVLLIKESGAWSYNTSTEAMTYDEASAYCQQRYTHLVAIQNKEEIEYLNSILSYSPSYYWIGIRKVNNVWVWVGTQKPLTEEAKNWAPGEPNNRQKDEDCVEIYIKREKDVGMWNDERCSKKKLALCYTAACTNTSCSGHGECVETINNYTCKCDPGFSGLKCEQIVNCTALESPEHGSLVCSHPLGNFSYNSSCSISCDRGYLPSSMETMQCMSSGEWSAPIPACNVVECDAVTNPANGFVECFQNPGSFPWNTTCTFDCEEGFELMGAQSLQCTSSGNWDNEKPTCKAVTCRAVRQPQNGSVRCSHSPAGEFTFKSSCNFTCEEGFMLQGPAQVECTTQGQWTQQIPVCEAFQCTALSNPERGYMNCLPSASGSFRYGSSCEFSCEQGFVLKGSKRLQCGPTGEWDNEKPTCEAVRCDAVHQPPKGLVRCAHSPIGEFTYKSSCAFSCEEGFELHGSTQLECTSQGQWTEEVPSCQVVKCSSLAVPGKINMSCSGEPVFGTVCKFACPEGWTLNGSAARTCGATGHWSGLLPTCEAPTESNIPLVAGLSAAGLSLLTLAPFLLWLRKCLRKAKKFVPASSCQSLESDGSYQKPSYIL
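Read-out basis: % PE-positive cells; Test system: HUVEC primary endothelial cells; Technique: immunofluorescence imaging; Dosing: single-point compound dose.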
RAD52 inh = inhibitors of human RAD52 DNA annealing; P43351; recombinant RAD52 DNA annealing, FRET fluorescence; inhibition, % at 18.7 µM; 0.46% of 360,000 active; AID 651710;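 active means every replicate showing at least 50% inhibition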
Xi reactivation = activators of X-chromosome reactivation in mouse fibroblasts | XiGFP mouse fibroblasts, % GFP-positive cells imaging, 3 d; cells co-treated with 5-aza-dC sensitizer; scaled so ellipticine positive control = 100% | activation, % at 7.58 µM | 0.055% of 360,000 active | AID 743238;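 active means mean normalized replicate activation at least 10% and every replicate at or above 10%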;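 further: 0% = median of on-plate neutral control wells and 100% = ellipticine 6 µM median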
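Schedule: 3 d treatment, 15 min room-temperature fixation; system: 68-5-11 XiGFP fibroblast line; buffer or medium: DMEM plus 5-aza-dC sensitizer; control set: ellipticine 6 µM positive control; compound: one concentration, pinned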
EWS-Fli block = inhibitors of EWS/Fli oncoprotein transcriptional activity. A673 NR0B1-luciferase reporter, viability-normalised. inhibition, % at 12.6 µM. 0.67% of 350,000 active. AID 651661;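 active means mean inhibition of at least 50% after viability correction, with every replicate also passing that limit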;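 further: firefly luciferase signal divided by Alamar Blue viability fluorescence both relative to DMSO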
S100A4 MyoIIA = inhibitors of human S100A4 binding to myosin IIA peptide | 0.14% of 360,000 active | S100A4/TAMRA-MyoIIA peptide fluorescence polarization | inhibition, % at 10.7 µM | P26447;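 active means mean inhibition of at least 70% across replicates, with every replicate also reaching that level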
Target sequence (P26447 whole entry, looked up): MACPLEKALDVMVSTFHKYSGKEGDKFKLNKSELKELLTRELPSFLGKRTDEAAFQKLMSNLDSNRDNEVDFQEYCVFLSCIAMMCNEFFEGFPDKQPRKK
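Material: human S100A4 monomer with TAMRA-labelled myosin IIA peptide; buffer or medium: HEPES pH 7.2 with CaCl2, KCl, NaCl, DTT, Triton; compound dosing: one concentration per compound; schedule: 5 min incubation before reading; benchmarks: neutral control DMSO, positive control TFP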
RAD54 branch = inhibitors of human RAD54 branch migration; RAD54 Holliday junction branch migration, FAM/BHQ fluorescence; 0.14% of 360,000 active; inhibition, % at 10.4 µM; Q92698;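 active means mean normalized replicate activity at least 40 and at least half of replicates scoring 40 or more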;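 further: 0% = median of neutral control wells and 100% = median of positive control wells; inhibitors cause a drop in the FAM fluorescence signal; in these data hits start at about 50%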
FN deposit inh = fibronectin deposition inhibition; inhibition, % at 12.6 µM; AID 743247; 0.086% of 350,000 active; AH1F fibroblasts, Alexa488-fibronectin deposition fluorescence, overnight;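 active means mean inhibition across replicates of 30% or more, regardless of how many single replicates reach that level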;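 further: positive control wells lacked labelled fibronectin entirely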
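Material: AH1F fibroblasts assembling fluorescent fibronectin matrix; amount: 10000 AH1F cells/well; medium: DMEM, 2% serum; reagent: Alexa488-fibronectin, 24 nM final in well; dosing: single compound dose, delivered by pin transfer; incubation: 1 h adhesion, overnight exposure; detection: fluorescence after three HBSS washes, excitation 485 nm, emission 525 nm; measure: fibronectin deposition inhibition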
Starred values were filed as active, the others as inactive; / = no result given.

SMILES	esBAF inh	E-sel inducer	RAD52 inh	Xi reactivation	EWS-Fli block	S100A4 MyoIIA	RAD54 branch	FN deposit inh
COc1ccc(NC(=O)CN(C)C(=O)c2cc(-c3cccs3)nn2-c2ccccc2)cc1	/	-1.3	-3	0.2	3	-3	/	-4
CC(=O)Nc1ccc(S(=O)(=O)Nc2nc3ccccc3nc2Nc2ccc(N)cc2)cc1	2	/	-20	-0.3	-5	-9	2	1
CCOC(=O)c1oc2ccccc2c1NC(=O)COc1ccc(F)cc1	3	/	-16	/	10	1	15	/
Cc1cc(C)c(S(=O)(=O)N2CCN(C(=O)c3ccc4c(c3)OCO4)CC2)c(C)c1	-5	0.0	-2	0.2	12	-2	2	2
Cc1cccc(-n2nc(CC#N)c(C#N)c2N)c1	/	/	-10	0.0	-1	-2	/	0
O=C(C[C@@H]1C=C[C@@H](NC(=O)c2ccccc2)[C@H](CO)O1)NCc1ccc(Oc2ccccc2)cc1	13	-0.4	-9	-0.2	14	1	1	10
C[C@H]1CCCCO[C@@H](CN(C)C(=O)Nc2ccccc2)[C@@H](C)CN([C@@H](C)CO)C(=O)c2cc(NS(=O)(=O)c3cn(C)cn3)ccc2O1	3	-0.2	-1	0.1	-9	5	-4	-4
COc1ccccc1N1CCN(C2CCCN(C(=O)CCC(C)=O)C2)CC1 (stereo unspecified)	-1	/	3	-0.2	-6	0	2	4
C[C@@H](C(=O)Nc1cccc(S(=O)(=O)N2CCOCC2)c1)N1C(=O)C2CC=CCC2C1=O (stereo partly specified)	0	/	-9	0.0	5	1	-1	/
CC(C)(C)NC(=O)CN(Cc1ccc2c(c1)OCO2)C(=O)CNS(=O)(=O)c1ccc(F)cc1	/	-0.1	6	0.0	8	-2	10	-1
CC12c3ccccc3C(c3ccccc31)C1C(=O)N(Cc3cccnc3)C(=O)[C@H]12 (stereo partly specified)	/	-0.1	/	0.1	/	/	4	5
COc1ccc(-c2oc(=O)c3cc(OC)c(OC)cc3c2/C=C/c2ccc([N+](=O)[O-])cc2)cc1	-1	-0.2	-28	0.0	-7	-3	14	-5

The closing 6 compounds of the part above come first, to join the parts:
SMILES	esBAF inh	E-sel inducer	RAD52 inh	Xi reactivation	EWS-Fli block	S100A4 MyoIIA	RAD54 branch	FN deposit inh
C[C@H]1CCCCO[C@@H](CN(C)C(=O)Nc2ccccc2)[C@@H](C)CN([C@@H](C)CO)C(=O)c2cc(NS(=O)(=O)c3cn(C)cn3)ccc2O1	3	-0.2	-1	0.1	-9	5	-4	-4
COc1ccccc1N1CCN(C2CCCN(C(=O)CCC(C)=O)C2)CC1 (stereo unspecified)	-1	/	3	-0.2	-6	0	2	4
C[C@@H](C(=O)Nc1cccc(S(=O)(=O)N2CCOCC2)c1)N1C(=O)C2CC=CCC2C1=O (stereo partly specified)	0	/	-9	0.0	5	1	-1	/
CC(C)(C)NC(=O)CN(Cc1ccc2c(c1)OCO2)C(=O)CNS(=O)(=O)c1ccc(F)cc1	/	-0.1	6	0.0	8	-2	10	-1
CC12c3ccccc3C(c3ccccc31)C1C(=O)N(Cc3cccnc3)C(=O)[C@H]12 (stereo partly specified)	/	-0.1	/	0.1	/	/	4	5
COc1ccc(-c2oc(=O)c3cc(OC)c(OC)cc3c2/C=C/c2ccc([N+](=O)[O-])cc2)cc1	-1	-0.2	-28	0.0	-7	-3	14	-5
Cc1cccc2cc(CN(Cc3ccc(F)cc3)C(=O)N3CCOCC3)c(=O)[nH]c12	9	/	-15	/	10	-8	-6	/
O=C(c1ccc(OC2CCN(Cc3cccc(OCCO)c3)CC2)cc1)N1CCCC1	2	/	-23	0.1	11	2	/	0
O=C(Cc1cccs1)Nc1nnc(-c2ccc(F)cc2)s1	25	/	-5	0.0	-72	2	-2	4
C[C@@H]1CN([C@H](C)CO)C(=O)c2cc(C#C[C@@H](C)O)cnc2O[C@@H]1CN(C)C(=O)c1ccc(F)cc1	0	0.1	7	-0.3	2	-9	2	/
CCC1CCC(N2CCN(c3ccccc3F)CC2)CC1 (stereo unspecified)	0	0.0	-6	0.1	11	-4	-3	7
O=C1CS/C(=N/N=C/c2ccco2)N1Cc1ccc(F)cc1	9	/	-23	0.0	-12	-2	0	7
CCN(CC)CCCNC(=O)CCC(=O)Nc1ccc2nc(N3CCCCC3)cc(C)c2c1	9	4.7	27	0.0	-12	-6	/	10
CCS(=O)(=O)c1nc2ccccc2n1Cc1ccccc1Cl	-1	0.0	-12	-0.1	-11	1	6	5
C[C@H]1CN([C@@H](C)CO)C(=O)c2c(c3ccccc3n2C)-c2ccccc2CO[C@@H]1CN(C)C(=O)NC1CCCCC1	8	-0.3	/	0.3	1	/	-2	-5
COC(=O)C1=C(C)N(C)C(=S)NC1c1cc(OC)ccc1OC (stereo unspecified)	/	0.7	0	0.3	-14	-2	/	4
O=C(CCCSc1nc2ccccc2[nH]1)NC1CCCCC1	/	/	-18	0.0	-4	-5	/	/
Cc1cc(O)ccc1-c1cccc2nccn12	-5	-0.1	-20	-0.1	-13	-1	-4	0
COc1ccc(CCN(C)C(=O)CNC(=O)c2ccc3c(c2)OCO3)cc1OC	/	-1.6	-14	0.3	-5	4	13	1
CN1CCN(C(=O)c2cc3c(c(-c4cccc(-c5cc6ccccc6o5)c4)n2)[C@H](CCO)N(S(=O)C(C)(C)C)C3)CC1 (stereo partly specified)	5	-1.9	0	0.0	-3	-39	-3	-2
N=C1S/C(=C\c2ccccc2)C(=O)N1c1ccc(F)cc1	-4	1.4	-24	-0.1	2	3	/	1
Cn1c(=NC(=O)c2ccc3c(c2)OCCO3)sc2cc(S(C)(=O)=O)ccc21	/	0.1	6	-0.1	-9	6	/	/
COc1cccc(N(C(=O)c2snc(C(N)=O)c2N)C(C(=O)NCC2CCCO2)c2ccc(F)cc2)c1 (stereo unspecified)	7	0.4	-2	0.4	2	-2	-11	6
CCC(=O)NC[C@@H]1[C@@H](c2ccc(-c3cccc(F)c3)cc2)[C@@H](CO)N1CC1CC1	/	-0.1	-11	0.2	8	0	/	-2
COc1ccc(CCNc2cn[nH]c(=O)c2Cl)cc1OC	-6	/	-15	0.7	-2	2	/	4
COc1cc(C(=O)OCC(=O)N(CC(C)C)C2CCS(=O)(=O)C2)ccc1OCC(C)C (stereo unspecified)	-3	/	0	-0.3	1	-5	-4	-4
CC(=O)c1ccc(OCCCC(=O)Nc2cccc(S(=O)(=O)N3CCOCC3)c2)cc1	3	-0.1	-13	0.1	9	-4	-2	-2
C[C@H](CO)N1C[C@H](C)[C@@H](CN(C)Cc2ccc(C(=O)O)cc2)Oc2ccc(NC(=O)Nc3ccc4c(c3)OCO4)cc2C1=O	22	/	-7	0.2	-10	0	4	/
O=C(C[C@H]1C[C@H]2c3cc(NC(=O)C4CCC4)ccc3O[C@H]2[C@H](CO)O1)NCc1ccc(Cl)cc1	4	0.5	8	0.0	3	-7	3	/
OCCCN1CNC(=S)NC1	-6	/	-2	0.0	1	-4	-3	-9
Cc1c(NC(=O)c2cc(-c3ccccc3O)on2)c(=O)n(-c2ccccc2)n1C	-11	0.2	-13	0.2	3	3	/	2
COc1ccc(NC(=O)N2CCC(n3cnc4ccccc43)CC2)cc1	/	0.0	-2	0.1	-8	0	/	-6
COc1ccc(NC(=O)Nc2ccc3c(c2)C(=O)N([C@@H](C)CO)C[C@@H](C)[C@H](CN(C)C(=O)Nc2ccc(OC)cc2)OCCCC[C@@H](C)O3)cc1	-3	-0.2	13	0.4	0	-4	-6	-5
CCN(CC(=O)Nc1ccc(OC)cc1)C(=O)CSCC(=O)Nc1ccc(C)cc1	-3	0.2	-5	-0.1	5	10	-1	/
CCOC(=O)Cc1nn(Cc2nc(-c3ccc(C)cc3)cs2)c(=O)c2ccccc12	/	/	-19	0.0	4	-3	/	0
Cc1ccccc1NC(=O)Nc1ccccc1N1CCCCC1	2	4.2	-15	0.0	6	-7	-12	2
Cc1ccc(S(=O)(=O)N(C)C[C@H]2Oc3ccc(NS(=O)(=O)c4c(C)noc4C)cc3CC(=O)N([C@@H](C)CO)C[C@H]2C)cc1	5	1.0	13	0.4	4	8	1	/
COCC(=O)N1CCC2(CC1)CN(C(=O)Nc1ccccc1F)[C@@H](CO)c1c2c2ccc(OC)cc2n1C	/	0.0	-6	0.4	-9	46	/	/
CCS(=O)(=O)N1CC2(CN(Cc3cc(F)ccc3F)[C@@H](CO)c3c2c2ccc(OC)cc2n3C)C1	/	0.0	1	0.0	3	4	/	0
Cc1cc(NS(=O)(=O)c2ccc(NC(=O)Cc3ccccc3)cc2)nc(C)n1	0	/	-23	0.4	-2	1	-7	5
Cc1ccc(S(=O)(=O)N(C)C[C@H]2Oc3ccc(NC(=O)Cc4ccccc4)cc3C(=O)N([C@@H](C)CO)C[C@@H]2C)cc1	3	1.7	15	-0.7	3	-2	10	/
O=C(C1CCCC1)N1CCCCN2[C@@H](CO)[C@@H](c3ccc(-c4cccc(F)c4)cc3)[C@@H]2C1	/	/	47	/	0	-2	6	/
Cc1cc(NC(=O)CSc2ccc3nnc(-c4ccc(F)cc4)n3n2)no1	-3	/	2	/	16	-1	5	/
Fc1cc(F)cc(NC(=S)NCCCN2CCOCC2)c1	0	/	-13	0.6	3	-3	4	9
O=C1NC2c3c(I)sc(I)c3C(=O)C2O1 (stereo unspecified)	-1	0.5	-75	0.6	29	27	/	2

Fetched by structure from the list above (six):
SMILES	esBAF inh	E-sel inducer	RAD52 inh	Xi reactivation	EWS-Fli block	S100A4 MyoIIA	RAD54 branch	FN deposit inh
COc1ccc(NC(=O)N2CCC(n3cnc4ccccc43)CC2)cc1	/	0.0	-2	0.1	-8	0	/	-6
COc1ccc(NC(=O)Nc2ccc3c(c2)C(=O)N([C@@H](C)CO)C[C@@H](C)[C@H](CN(C)C(=O)Nc2ccc(OC)cc2)OCCCC[C@@H](C)O3)cc1	-3	-0.2	13	0.4	0	-4	-6	-5
Cc1ccc(S(=O)(=O)N(C)C[C@H]2Oc3ccc(NC(=O)Cc4ccccc4)cc3C(=O)N([C@@H](C)CO)C[C@@H]2C)cc1	3	1.7	15	-0.7	3	-2	10	/
Fc1cc(F)cc(NC(=S)NCCCN2CCOCC2)c1	0	/	-13	0.6	3	-3	4	9
Cc1c(NC(=O)c2cc(-c3ccccc3O)on2)c(=O)n(-c2ccccc2)n1C	-11	0.2	-13	0.2	3	3	/	2
O=C1NC2c3c(I)sc(I)c3C(=O)C2O1 (stereo unspecified)	-1	0.5	-75	0.6	29	27	/	2
